# 5HT1a ag = human 5-HT1a receptor agonists, primary screen, cell-based, CHO, Ga15 NFAT-bla reporter | 5-hydroxytryptamine receptor 1A (Homo sapiens), P08908 | CHO 5-HT1a Ga15 NFAT-bla reporter, FRET ratio; 0% basal, 100% maximal reference agonist | activation, % at 10 µM | 65,000 tested, 0.56% active;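 active = activation above the screen-wide mean activation plus 3 SD, cut at about 19% in these data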;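 also: 0% = DMSO wells and 100% = 5-CT at EC100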
# Ecoli tolC = growth inhibitors of E. coli tolC mutant, primary screen, strain BW25113 ΔtolC::kan, 384-well; OD615; growth inhibition, % at 10 µM (by protocol); 65,000 tested, 2.2% active;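 active = growth inhibition at or above a cutoff equal to the mean over every tested compound plus 3 SD, cut at about 60% in these data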;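 also: growth measured after 20 h incubation at 37 °C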
#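 Test system: tolC-deleted E. coli BW25113 | Medium: LB with kanamycin 50 µg/mL | Compound dosing: Single concentration, 10 µM final per compound | Schedule: 37 °C, 20 h exposure | Measured by: OD at 615 nm | Evaluation: Percent growth inhibition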
# RORA act = activators of orphan receptor RORA, primary screen, cell-based, luminescence; AID 560, 2006; 65,000 tested, 1.5% active; Nuclear receptor ROR-alpha (Homo sapiens), P35398; activation, % at 10 µM; CHO-K1 Gal4-RORA LBD luciferase reporter; percent increase over mock-subtracted basal signal;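 active = activation above the mean of all tested compounds plus 3 SD, cut at about 49% in these data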;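 also: 0% = DMSO-treated RORA cells and 100% = added signal equal to DMSO minus mock-transfected cells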
# Target sequence (P35398 whole entry, looked up, the tested form may be a part): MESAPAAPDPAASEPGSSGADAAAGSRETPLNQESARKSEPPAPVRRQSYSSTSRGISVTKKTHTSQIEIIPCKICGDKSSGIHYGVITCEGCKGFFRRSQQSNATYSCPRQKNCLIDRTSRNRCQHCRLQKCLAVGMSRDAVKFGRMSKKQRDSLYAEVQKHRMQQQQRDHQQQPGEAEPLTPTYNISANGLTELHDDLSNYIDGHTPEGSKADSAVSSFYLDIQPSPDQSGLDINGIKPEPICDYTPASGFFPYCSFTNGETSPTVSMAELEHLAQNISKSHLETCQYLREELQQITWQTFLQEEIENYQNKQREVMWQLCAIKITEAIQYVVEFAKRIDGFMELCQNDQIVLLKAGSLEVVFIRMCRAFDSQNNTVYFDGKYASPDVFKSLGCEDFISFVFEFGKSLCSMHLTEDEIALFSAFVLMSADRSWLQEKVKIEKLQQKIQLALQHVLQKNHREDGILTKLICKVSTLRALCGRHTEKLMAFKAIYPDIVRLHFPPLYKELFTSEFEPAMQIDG
# NADH enzymes = inhibitors of PK/LDH coupling enzymes, profiling panel, artefact control, biochemical, MLSMR library; coupled PK/LDH NADH assays, four targets; IC50, µM (doses to about 10 µM), for the others: at the highest dose inhibition; 65,000 tested, 0.02% active;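 active = single-dose screening hits from any of four coupled enzyme assays that gave an IC50 when retested across doses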;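 also: the DPM-DC format reads NADH fluorescence rather than 340 nm absorbance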
# HTR1E antagonist = 5-HT1E receptor antagonists, primary screen, cell-based, HTS; CHO 5-HT1E Ga15 NFAT-bla reporter, FRET, antagonist; 65,000 tested, 0.99% active; 5-hydroxytryptamine receptor 1E (Homo sapiens), P28566; inhibition, % at 6 µM;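 active = inhibition above a set limit, the mean inhibition across every tested compound plus 3 SD, cut at about 29% in these data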;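 also: signal is the 460 over 535 nm emission ratio of beta-lactamase substrate; 0% = agonist plus DMSO wells and 100% = wells without agonist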
# Target sequence (P28566 whole entry, looked up): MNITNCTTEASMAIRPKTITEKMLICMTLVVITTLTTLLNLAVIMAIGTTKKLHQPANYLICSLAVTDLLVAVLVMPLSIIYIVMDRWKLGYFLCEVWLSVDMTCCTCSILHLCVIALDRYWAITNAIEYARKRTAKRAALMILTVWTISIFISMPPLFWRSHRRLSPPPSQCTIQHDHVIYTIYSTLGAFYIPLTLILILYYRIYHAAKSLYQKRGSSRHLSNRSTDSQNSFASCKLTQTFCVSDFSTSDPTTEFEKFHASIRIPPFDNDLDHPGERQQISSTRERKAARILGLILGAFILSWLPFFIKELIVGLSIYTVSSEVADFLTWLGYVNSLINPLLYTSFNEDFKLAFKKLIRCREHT
# MMP-13 inhibitor = human MMP13 inhibitors, primary screen, biochemical, FRET peptide cleavage; Collagenase 3 (Homo sapiens), P45452; MMP-13 fTHP FRET cleavage, Mca fluorescence; inhibition, % at 4 µM; 65,000 tested, 0.07% active; AID 570, 2006;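 active = inhibition above the mean of compound-free control plate wells plus 3 SD, cut at about 14% in these data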;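 also: 0% = DMSO wells and 100% = wells with reference MMP-13 inhibitor after basal subtraction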
# 5HT1a antag = human 5-HT1a receptor antagonists, primary screen, cell-based, CHO, Ga15 NFAT-bla reporter | AID 612, 2007 | 5-hydroxytryptamine receptor 1A (Homo sapiens), P08908 | 62,000 tested, 0.68% active | inhibition, % at 10 µM | CHO 5-HT1a Ga15 NFAT-bla reporter, antagonist mode;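 active = inhibition above the mean of all tested compounds plus 3 SD, cut at about 43% in these data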;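 also: receptor stimulated by 5-CT agonist at 100 nM near EC80; beta-lactamase reporter measured by ratiometric fluorescence of a cleavable substrate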
# HTR1E agonist = 5-HT1E receptor agonists, primary screen, cell-based, HTS. 5-hydroxytryptamine receptor 1E (Homo sapiens), P28566. CHO 5-HT1E Ga15 NFAT-bla reporter, FRET; 0% DMSO wells, 100% control agonist wells. activation, % at 6 µM. 65,000 tested, 0.69% active. AID 574, 2007;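 active = activation above a set limit, the screen-wide mean activation plus 3 SD, cut at about 8.5% in these data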;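 also: 100% = positive control agonist at 1 µM giving full maximal response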
# SF-1 act = activators of human SF-1, primary screen, cell-based, CHO-K1, Gal4-SF-1 LBD, luciferase luminescence | CHO-K1 Gal4-SF-1 LBD luciferase reporter; % increase over DMSO SF-1-specific signal | activation, % at 10 µM | 65,000 tested, 1.9% active;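 active = activation above the mean activation of all tested compounds plus 3 SD, cut at about 50% in these data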
#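 Assay system: CHO-K1 cells co-transfected with Gal4 DBD–human SF-1 LBD, 5xGal4 luciferase reporter; doses: 10 µM only; incubation: 20 h compound exposure at 37 °C after 1 h cell settling; signal: luciferase light emission; evaluation: percent activation versus DMSO; repeats: one test per compound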
# * hit, by the source's call; x = not tested or not shown; [ ] = dose if it differs, or a comment.
SMILES,5HT1a ag,Ecoli tolC,RORA act,NADH enzymes,HTR1E antagonist,MMP-13 inhibitor,5HT1a antag,HTR1E agonist,SF-1 act
CCCc1nc2oc3c(NCCN(C)C)ncnc3c2c2c1CCCC2,-0.1,x,11.8,7.0%,-12.7,-37.0,-29.1,1.6,-7.4
CCOC(=O)C1CCCN(C(=O)c2cc(Cl)ccc2Cl)C1 (centres undefined),-1.6,-2.9,7.6,1.0%,-3.5,-1.4,13.6,-0.8,1.2
CCOc1cc(C2NC(=O)NC(C)=C2C(=O)OCc2ccccc2)ccc1O (centres undefined),-0.8,10.9,-3.1,3.0%,-5.5,-3.6,-1.1,-0.6,-4.0
CCOc1ccc(N(CC(=O)Nc2ccc(F)c(F)c2)S(=O)(=O)c2c(C)noc2C)cc1,-0.6,-9.0,8.3,6.0%,14.3,6.3,16.4,0.5,-5.1
CC(=O)N1CCc2cc(S(=O)(=O)CCC(=O)Nc3ccc4c(c3)OCCO4)ccc21,-2.9,-37.1,4.8,5.0%,-2.3,0.8,8.3,0.1,10.3
COc1ccccc1N1CCN(C(=O)C2CC=CCC2C(=O)O)CC1 (centres undefined),7.4,-6.3,18.3,5.0%,-2.2,-1.1,27.4,49.1*,-15.3
CC(C)(C)NC(=O)C(Cc1ccccc1)NS(=O)(=O)c1ccc2c(c1)CCC(=O)N2 (centres undefined),-4.7,5.4,-12.5,4.0%,6.1,-6.8,-2.0,-0.3,3.9
Cc1ccc(S(=O)(=O)Cc2ccc(C(=O)N3CCCC3)o2)cc1,-4.0,-8.7,-5.8,3.0%,-3.6,1.1,-2.9,0.0,9.6
Cc1cc(=O)[nH]c2c1cnn2Cc1ccccc1,-2.6,1.7,-14.7,3.0%,12.3,1.6,-2.9,-0.7,-22.8
Cc1cc(C(=O)NC2CCCC2)on1,-1.3,-8.1,-5.9,1.0%,-6.9,-7.2,-7.6,-0.4,-13.6
COc1ccc(-c2cc(C(=O)NC(C)C)no2)cc1,-1.3,-1.9,25.2,10.0%,4.5,4.8,-9.3,-0.7,22.2
Cc1cc(C)nc(SC2=CS(=O)(=O)c3ccccc32)n1,-0.4,-0.8,-64.9,0.0%,27.6,-4.5,27.8,1.0,-35.8
O=C(NCc1cccs1)c1cnc2ccccn2c1=O,-0.5,-8.2,8.1,3.0%,6.4,-9.1,-13.1,0.3,9.8
COc1ccc(C2C(C(=O)N3CCN(c4ccccc4)CC3)c3ccccc3C(=O)N2C)cc1OC (centres undefined),0.1,4.4,-4.7,7.0%,-8.6,1.3,4.5,1.5,10.7
CC(Sc1ccc2c(c1)OCCO2)C(=O)Nc1ccc2c(c1)OCO2 (centres undefined),-3.1,4.4,-14.4,5.0%,0.4,2.1,4.7,-0.5,12.3
CCC1C(=O)N=C(SCC(=O)Nc2cccc3ccccc23)NC1=O (centres undefined),-0.9,12.7,-12.2,2.0%,-2.9,7.4,9.1,-0.3,4.4
CCOC(=O)c1sc(Nc2nc3c(OC)cccc3s2)nc1C,27.9*,-12.7,10.9,9.0%,-5.7,-216.8[fluorescence artefact?],-19.6,13.4*,64.1*
CCC(=O)Nc1c(C)nn(C(=O)CC)c1C,-0.3,-28.7,-15.4,5.0%,-12.6,-2.5,9.6,-0.5,6.3
COc1cc2nc(CC(C)C)n(NC(=O)c3ccccc3)c(=O)c2cc1OC,-0.8,4.0,15.3,6.0%,-9.5,-1.2,-13.7,-0.2,1.9
Cc1ccc(CNc2nc3ccccc3s2)s1,0.6,-2.5,-47.1,2.0%,-9.6,6.3,14.2,-0.9,-61.5
CCN1CCN(c2ncc3c(n2)CC(c2cc(OC)c(OC)c(OC)c2)CC3=O)CC1 (centres undefined),-2.5,-16.3,46.5,4.0%,7.2,-8.7,11.1,2.2,21.6
Cc1c(N(C)C(=O)c2ccccc2F)c(=O)n(-c2ccccc2)n1C,0.5,-21.1,15.0,6.0%,-9.9,6.3,2.8,0.4,11.2
COc1ccc(C(=O)Nc2ccc(S(=O)(=O)Nc3cc(C)nc(C)n3)cc2)c(OC)c1,-2.2,12.4,-5.5,11.0%,12.2,-0.1,0.1,-1.0,-11.7
CCOC(=O)N1CCN(C(=O)CCc2c(C)nc3nc(C)nn3c2C)CC1,0.4,-6.8,11.4,5.0%,8.2,0.1,4.3,0.0,24.9
CCC1CCCCN1C(=O)CSc1nnc(-c2ccc(Cl)cc2)o1 (centres undefined),4.8,6.7,28.1,14.0%,-16.4,4.6,-2.9,1.3,2.3
O=C(CN1C(=O)c2ccccc2S1(=O)=O)NCc1cccnc1,-2.0,-16.7,-10.8,4.0%,-4.5,-1.6,-4.5,0.4,-10.6
CCc1c(C)sc(NC(=O)c2ccc(Br)o2)c1C(=O)OC,2.0,-0.6,-3.6,8.0%,1.5,-9.4,26.5,0.2,-1.5
COCCn1c(SCC(=O)Nc2ncc(Cl)c(C)c2Cl)nc2ccccc21,-2.4,26.7,-21.5,7.0%,12.2,-3.5,-6.3,-0.8,-12.2
CCOC(=O)N1CCN(C(=O)CCn2nc(-c3ccc(Cl)cc3)ccc2=O)CC1,0.8,-21.8,3.3,8.0%,14.7,-0.1,-4.5,-0.9,-8.4
O=C(O)C1Cc2c([nH]c3ccccc23)C(c2ccc3c(c2)OCO3)N1 (centres undefined),-0.2,4.2,6.0,7.0%,-0.1,-9.8,28.3,0.4,0.7

# Filtered by structure, those above with an NH in an aromatic ring
SMILES,5HT1a ag,Ecoli tolC,RORA act,NADH enzymes,HTR1E antagonist,MMP-13 inhibitor,5HT1a antag,HTR1E agonist,SF-1 act
Cc1cc(=O)[nH]c2c1cnn2Cc1ccccc1,-2.6,1.7,-14.7,3.0%,12.3,1.6,-2.9,-0.7,-22.8
O=C(O)C1Cc2c([nH]c3ccccc23)C(c2ccc3c(c2)OCO3)N1 (centres undefined),-0.2,4.2,6.0,7.0%,-0.1,-9.8,28.3,0.4,0.7

# Later entries.
SMILES,5HT1a ag,Ecoli tolC,RORA act,NADH enzymes,HTR1E antagonist,MMP-13 inhibitor,5HT1a antag,HTR1E agonist,SF-1 act
Cn1c(=O)c2c(nc3sccn32)n(C)c1=O,-0.2,-3.7,-14.4,3.0%,6.2,0.9,-395.4,-0.9,-0.9
Cn1c(/C(C#N)=C(\O)CN2CCN(Cc3ccccc3)CC2)nc2ccccc21,-1.4,17.0,2.8,10.0%,-15.8,3.3,-11.0,0.3,2.9
CC1(C)NC(=O)N(c2ccccc2Cl)C1(C)NO (centres undefined),-1.1,-28.2,-17.8,5.0%,2.0,2.9,-3.1,0.5,-12.5
Cc1ccccc1Nc1nc(N)nc(CSc2nc3ccccc3c(=O)n2CCCO)n1,0.6,16.2,-7.5,5.0%,20.6,2.2,-5.9,0.8,13.2
CC(=O)C1=C(O)C(=O)N(CCCCCC(=O)O)C1c1ccc(N(C)C)cc1 (centres undefined),-0.7,-16.7,-16.2,6.0%,-2.2,4.6,-10.8,0.9,-9.1
CN(C)c1nc(C(=O)OCCO)nc(N(C)C)n1,2.3,-18.2,-21.2,5.0%,-9.6,-3.3,1.3,-0.5,-6.5
COc1ccc(CC2S/C(=C(\C#N)C(=O)NCc3ccco3)N(c3ccc(C)cc3)C2=O)cc1 (centres undefined),-3.2,5.5,-1.5,8.0%,-7.2,5.0,-4.3,0.6,-2.9
Clc1ccc(-c2nnc(SCc3ccon3)o2)c(Cl)c1,-1.6,57.1,-20.6,2.0%,-0.3,0.9,-1.0,-0.3,6.2
CCOc1ccc(-n2cc(C(=O)N3CCC(C)CC3)c3cc(OC)c(OC)cc3c2=O)cc1,0.8,-0.3,24.4,7.0%,-4.3,-6.5,3.9,-0.8,16.9
CC(C)CNC(=O)COC(=O)c1cc(S(=O)(=O)N2CCCCC2)ccc1N1CCOCC1,0.1,0.5,8.0,6.0%,-4.3,3.6,7.1,0.9,-3.9
Nc1nc(-c2ccc(Br)cc2)cs1,-1.4,4.8,10.7,8.0%,1.5,3.0,-8.6,-0.5,48.9
COc1ccc(NCc2n[nH]nc2-c2ccccc2)cc1Cl,-0.4,29.7,28.2,2.0%,5.0,2.6,-5.4,-0.5,13.9
CCOC(=O)C(NC(=O)CC)(Nc1ccccc1OC)C(F)(F)F (centres undefined),-0.8,-5.0,-15.7,5.0%,-3.6,4.5,-12.5,0.2,-18.5
Cc1cc(S(=O)(=O)NCCN(C)C)c(C)s1,-3.0,-7.0,-2.0,7.0%,-3.0,0.3,-11.0,0.1,14.3
Cc1c(NC(=O)C23CC4CC(CC(C)(C4)C2)C3)c(=O)n(-c2ccccc2)n1C,-2.8,-4.5,-3.4,5.0%,-12.7,3.0,-10.0,0.9,-2.1
CCC1SC2=NC(C)=C(C(=O)OC)C(c3ccc(C)cc3)N2C1=O (centres undefined),1.1,3.1,-24.4,4.0%,2.6,2.1,9.4,-0.9,14.1
Cc1ccccc1-n1c(SCc2c(C)noc2C)nnc1-c1ccncc1,-2.2,3.9,7.2,1.0%,8.7,-2.2,6.6,-0.8,8.1
CCOc1ccccc1C(=O)N(CCC(=O)OC)c1ccccn1,-0.9,-9.0,13.9,2.0%,6.2,4.6,2.3,0.6,13.1
Cc1nn(C)cc1/C=N/n1nnnc1N,-0.9,9.1,3.8,2.0%,-6.5,0.5,x,0.1,16.9
COC(=O)CSc1nnc2c(C)cc3cc4c(cc3n12)OCCO4,-1.2,-24.7,-6.8,7.0%,-3.6,-0.3,-4.4,0.0,5.9
COc1cc(CN2CC(C)OC(C)C2)cc(OC)c1 (centres undefined),-0.1,-13.0,5.6,15.0%,-6.6,4.3,6.8,-0.9,-11.7
CS(=O)(=O)N(Cc1ccccc1)c1ccc(C(=O)N2CCOCC2)cc1,0.6,-13.5,8.8,2.0%,3.1,5.1,-3.7,-1.2,-2.2
O=S(=O)(c1ccc(Cl)c(F)c1)N1CCC(c2nc(-c3ccncc3)no2)CC1,-1.3,-4.3,-1.7,1.0%,4.7,0.2,5.4,-0.3,-8.4
CC(=O)c1ccc(OC(=O)C2CC(=O)N(c3cccc(C)c3)C2)cc1 (centres undefined),-2.4,6.2,-0.4,6.0%,-1.2,7.7,-2.7,0.1,0.8
CCCOc1ccc(N2C(=O)CC(N(CCC)C(=O)CCC(=O)O)C2=O)cc1 (centres undefined),-4.2,10.2,-14.2,6.0%,-2.1,-4.2,x,-0.5,0.2
COC(=O)c1ccc(CN2C(=O)NC3(CCC(C)CC3)C2=O)o1 (centres undefined),-1.8,-21.4,-1.1,7.0%,-9.9,0.6,-13.2,0.5,-3.6

# Screening data: PubChem, several laboratories
